# Bioassay records: PubChem BioAssay, National Center for Advancing Translational Sciences (NCATS)
# Tb PGK inh: blocks T. brucei phosphoglycerate kinase; P07378; PGK/GAPDH coupled, Kinase-Glo luminescence, 60 min; Potency, µM (series often up to 57.5 µM), for the others: top-dose activity change, negative = inhibition, most hits filed as inhibitors; actives 0.043% (n = 380,000); note: potency is the fitted concentration of half-maximal effect; % is set by controls: 0 for no effect and ±100 for the full control effect; nearly all actives have a fitted effect of over 60% in size
# Target sequence (P07378 whole entry, looked up): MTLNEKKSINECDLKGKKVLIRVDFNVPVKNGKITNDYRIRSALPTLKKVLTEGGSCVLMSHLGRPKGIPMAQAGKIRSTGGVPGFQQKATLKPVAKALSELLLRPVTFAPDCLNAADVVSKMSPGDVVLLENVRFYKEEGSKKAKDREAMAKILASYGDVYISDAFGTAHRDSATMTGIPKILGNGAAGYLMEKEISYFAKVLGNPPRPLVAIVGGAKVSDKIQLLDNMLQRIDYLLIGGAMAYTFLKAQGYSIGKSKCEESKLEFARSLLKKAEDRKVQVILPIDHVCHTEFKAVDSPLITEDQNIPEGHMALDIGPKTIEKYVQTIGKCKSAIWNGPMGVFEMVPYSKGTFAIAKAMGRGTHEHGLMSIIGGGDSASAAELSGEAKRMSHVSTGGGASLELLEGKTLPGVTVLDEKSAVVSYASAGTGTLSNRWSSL
#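 Recombinant glycosomal PGK reaction used 1,3-bisphosphoglycerate generated in-well by GAPDH (100nM final) in 100mM TEA pH 7.6, 5mM MgCl2, 0.01% Tween-20. After 60 minutes at room temperature, ATP was read by Kinase-Glo Plus luminescence end-point.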
# HP1b binding inh: inhibitors of HP1-beta chromodomain binding to methylated histone tails; AlphaScreen HP1-beta / biotin-H3K9me3 peptide binding; actives 0.56% (n = 390,000); Potency, µM (doses to about 114 µM), inactives show at the highest dose activity change, negative = inhibition, most hits filed as inhibitors; note: potency is the fitted concentration of half-maximal effect; nearly all actives have a fitted effect of over 70% in size; inactives centre near 23
# Target sequence (P83916 whole entry, looked up): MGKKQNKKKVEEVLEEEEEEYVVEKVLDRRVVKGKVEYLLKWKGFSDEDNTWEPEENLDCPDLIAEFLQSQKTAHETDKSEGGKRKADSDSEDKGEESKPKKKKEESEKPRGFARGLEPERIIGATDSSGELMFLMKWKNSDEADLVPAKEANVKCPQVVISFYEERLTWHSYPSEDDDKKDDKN
#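 HP1-beta protein (50 nM final) preincubated 30 min at room temperature with biotinylated H3(1-18)K9me3 peptide (50 nM) in PBS pH 7.4, 0.01% Tween-20, then compound added for 30 min. AlphaScreen streptavidin donor/nickel chelate acceptor beads (10 ug/mL final), 30 min dark, luminescence read.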
# TrxR1 inh: inhibitors of rat thioredoxin reductase 1 | O89049 | AID 588453 | Potency, µM (titrated, usually from 114 µM), for the others: at the highest dose activity change, negative = inhibition, hits mostly inhibitors | recombinant rTrxR1, NADPH fluorescence consumption, selenite substrate | actives 1% (n = 390,000); note: potency is the fitted concentration of half-maximal effect; % is set by controls: 0 for no effect and ±100 for the full control effect; nearly all actives have a fitted effect of over 65% in size
#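 Rat TrxR1 (90 nM in the dispensed reagent) was pre-reduced with 400 uM NADPH for 5 min at room temperature, then incubated with compound for 15 min. After 400 uM selenite was added, NADPH fluorescence (Ex 340/Em 450 nm) was followed for 8 min.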
# TrxR1 substrate: substrates of rat thioredoxin reductase 1; O89049; purified TrxR1 substrate turnover, NADPH consumption readout; Potency, µM (series often up to 114 µM), inactives show at the highest dose activity change, negative = substrate turnover; actives 0.01% (n = 390,000); AID 588456; note: potency is the fitted concentration of half-maximal effect; % is set by controls: 0 for no effect and ±100 for the full control effect; nearly all actives have a fitted effect of over 50% in size
#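 Rat TrxR1, dispensed at 90 nM, was prereduced with 400 uM NADPH (final) for 5 min at ~22 deg C, then incubated with compound 15 min before 400 uM selenite. A first-read NADPH fluorescence drop versus no-compound background flagged substrates.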
# USP1-UAF1 inh: USP1/UAF1 (human) deubiquitinase inhibition | recombinant USP1/UAF1, Ub-Rhodamine cleavage fluorescence | Potency, µM (highest dose often 57.1 µM), for the others: top-dose activity change, negative = inhibition, usual class: inhibitors | actives 0.23% (n = 390,000) | AID 743255; note: potency is the fitted concentration of half-maximal effect; % is set by controls: 0 for no effect and ±100 for the full control effect; nearly all actives have a fitted effect of over 60% in size; inactives centre near -12
#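 In this screen, compounds sit with the deubiquitinase complex (1nM) for 15 min at room temperature before Ub-Rho is added at 150nM final. Fluorescence rise is then followed for 6 reads every 60 seconds.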
# PI4K2A block: PI4K2A (human) kinase inhibition; Q9BTU6; purified PI4K2A, ADP-Glo luminescence, 1 h; active compounds read low; activity change, negative = inhibition, % at 76.9 µM; actives 0.13% (n = 420,000); AID 1346378; in the data active = activity change below about -50%; inconclusive = mostly about -30% to -49%;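 note: -100% = wells without enzyme as full effect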
#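 Compounds are screened against recombinant PI4K2A using PI as substrate and ATP, the latter dispensed at 300 microM. Reactions run one hour at ambient temperature before ADP-Glo detection; full inhibition defined by wells lacking enzyme.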
# GLS inhibitor: blocks human kidney-isoform glutaminase activity; O94925; Potency, µM (highest dose often 45.5 µM), for inactives: top-dose activity change, negative = inhibition, hits mostly inhibitors; GLS enzymatic activity, qHTS titration; actives 0.21% (n = 410,000); note: potency is the fitted concentration of half-maximal effect; % is set by controls: 0 for no effect and ±100 for the full control effect
#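 hKGA; 45 mM KH2PO4 pH 8.2 + 0.02% Tween-20; cpd via pin tool; 1 mM Gln soln; GluOx/HRP/Amplex Red; RT 30 min; fluor. t0 & final.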
# IDH1 R132H inh: inhibitors of human mutant IDH1 R132H. IDH1-R132H enzyme, NADPH consumption, diaphorase/resazurin fluorescence. Potency, µM (highest dose often 76.6 µM), for the others: at the top dose activity change, negative = inhibition, usual class: inhibitors. actives 0.093% (n = 390,000); note: potency is the fitted concentration of half-maximal effect; % is set by controls: 0 for no effect and ±100 for the full control effect; nearly all actives have a fitted effect of over 65% in size
#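 IDH1-R132H (0.5 ug/mL dispensed) in pH 7.5 Tris buffer was preincubated 30 min with compound, then given a substrate mix of 0.016 mM NADPH and 2 mM alpha-KG for 80 min at room temperature; remaining NADPH was read by diaphorase/resazurin fluorescence.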
# Pin1 inhibitor: human Pin1 inhibition; AID 504891; Pin1 FP peptide displacement, HiFluor488, 10 min; actives 0.009% (n = 390,000); Potency, µM (top dose mostly 115 µM), inactives show at the top dose activity, negative = inhibition, hits mostly inhibitors; Q13526; active = well fitted inhibition curve with a large enough effect in the polarisation, with a control signal flat, not every such curve was filed as active; inconclusive = small, poorly fitted or top-dose-only effect, or effect the other way, or a change in a side signal; inactive = no such curve, though single readings can be large or run the other way; the % refers to the polarisation; note: potency is the fitted concentration of half-maximal effect; % is set by controls: 0 for no effect and ±100 for the full control effect
# Target sequence (Q13526 whole entry, looked up): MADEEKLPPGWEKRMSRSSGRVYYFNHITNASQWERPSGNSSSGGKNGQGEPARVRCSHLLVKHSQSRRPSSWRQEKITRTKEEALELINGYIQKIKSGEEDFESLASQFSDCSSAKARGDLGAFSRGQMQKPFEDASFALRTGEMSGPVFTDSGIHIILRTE
# An asterisk follows results filed as active; i = inactive; u = inconclusive; x = no result given; [ ] = dose if it differs, or a comment. Unless noted, calls come from the whole dose curve; as a rule, active = well fitted curve in the direction sought with a large enough effect; inconclusive = small, poorly fitted or top-dose-only effect, or another doubt; inactive = no such curve, though single readings can be large; an effect the other way counts as inactive or inconclusive. These rows are one share of the data, so the mix of outcomes need not match the whole.
SMILES,Tb PGK inh,HP1b binding inh,TrxR1 inh,TrxR1 substrate,USP1-UAF1 inh,PI4K2A block,GLS inhibitor,IDH1 R132H inh,Pin1 inhibitor
CCOc1cc2c(cc1OCC)C(C(=O)O)C(c1cc(OC)c(OC)c(OC)c1)N(C)C2=O (stereo unspecified),3%,42%[activator],-4%,-7%,-17%,4,7%,7%,2%
Cc1cccc(-c2cc3nc(C)c(C)c(NCCCn4ccnc4)n3n2)c1,-2%,-12%,17%,4%,-27%,10,11%,0%,u
COc1ccc(C2Nc3ccccc3C(=O)N2c2ccccc2)cc1CN1CCOCC1 (stereo unspecified),-5%,15%,-13%,66%[activator],-21%,-3,0%,-2%,-3%
CCOc1ccc(-n2c(Cc3ccccc3)nnc2SCc2nc(-c3ccccc3OC)no2)cc1,2%,19%,7%,-4%,-22%,-1,-2%,-7%,10%
Cc1ccc(C(=O)NCC(=O)N2CCCN(C)CC2)cc1C,-1%,37%[activator],-8%,-4%,-15%,-6,-9%,3%,-1%
CCOC(=O)N1CCC(c2cc(=O)n3[nH]c(C)c(-c4ccc(F)cc4)c3n2)CC1,-10%,30%,20%,16%,-15%,4,23%,-3%,-10%
COc1cc(NS(C)(=O)=O)cc(OC)c1OC,0%,-3%,3%,-2%,-17%,1,0%,0%,-3%
COc1ccc(Nc2nc(N3CCN(C)CC3)nc3ccccc23)c(OC)c1,-4%,24%,5%,-2%,-19%,-5,-10%,1%,-4%
Cc1ccc(NC(=O)C2CCN(c3cnccn3)CC2)cc1C,-2%,30%,21%,9%,-21%,1,2%,5%,-3%
COc1ccccc1CNC(=O)C/C(C)=N/NC(=O)COc1ccc(C)cc1Br,1%,27%,21%,3%,-1%,1,14%,5%,8%
N#CC(=NCc1cccnc1)C1=C(O)c2ccccc2C1=O,-8%,35%[activator],-4%,-6%,-21%,10,4%,0%,-5%
CCc1ccc(NC(=O)C2=CC(c3ccc(OC)cc3)=NS(=O)(=O)N2C)cc1,i,1%,10%[57.1 µM],-3%[57.1 µM],-14%,-4,2%,7%,14%
CCC(=O)N1CCc2cc(Br)cc(S(=O)(=O)N3CCCC(C(=O)NCc4cccc(OC)c4)C3)c21 (stereo unspecified),-4%,29%,-4%,-10%,-8%,1,-10%,20%,u
COc1cc(OC)c(N(C)S(=O)(=O)c2cccc(C(=O)OCC(=O)N(C)Cc3ccccc3)c2)cc1Cl,-7%,20%,8%,2%,-26%,-3,1%,-7%,19%
CCOc1ccccc1-n1c(COc2ccccc2)nnc1SCC(N)=O,-19%,37%[activator],13%,2%,3%,0,3%,3%,-13%
O=C(c1ccc(Cl)c([N+](=O)[O-])c1)N(Cc1ccco1)C1CCS(=O)(=O)C1 (stereo unspecified),-6%,16%,17%,2%,-2%,-1,7%,-5%,-3%
Cc1cc(C(F)(F)F)nc(Nc2nc(C)c3ccccc3n2)n1,-4%,47%,-11%,-2%,-13%,8,-10%,1%,-5%
CC(Nc1nc2ccccc2n2cnnc12)c1ccccc1 (stereo unspecified),3%,22%,6%,-1%,-19%,1,0%,-16%,9%
COc1ccc(S(=O)(=O)N2CCCCC2)cc1NC(=O)c1ccccc1,i,-3%,-2%[57.1 µM],-1%[57.1 µM],-17%,2,-3%,-4%,-6%
CC1(OC(=O)C2CCCC2)C(=O)C=C2C=C(c3ccsc3)N(Cc3ccccc3)C=C2C1=O (stereo unspecified),3%,-18%,-45%,-8%,-13%,-9,0%,7%,u
Cc1ccc(NS(=O)(=O)c2cccc(C(=O)NCC(c3cccs3)N3CCOCC3)c2)cc1 (stereo unspecified),-10%,37%[activator],27%,1%,-23%,-7,1%,5%,3%
O=C(Nc1ccsc1C(=O)O)c1ccccc1Cl,-1%,7%,-6%[11.4 µM],-2%[11.4 µM],-27%,8,5%,-2%,-10%
Cc1ccc(C(=O)O)c(NC=O)c1OCc1ccccc1,-9%,23%,0%[11.4 µM],4%[57.1 µM],-21%,1,0%,0%,-1%
Cc1c(C(=S)NC(=O)C2CC2)c(=O)n(-c2ccccc2)n1C,i,9%,18%[57.1 µM],7%[57.1 µM],-16%,-4,15%,12%,u
Cc1cccc(CSc2nc(-c3cccs3)ccc2C#N)c1,-10%,133%[activator],26%,31%,u,3,-1%,0%,34%[activator]

# The list continues.
SMILES,Tb PGK inh,HP1b binding inh,TrxR1 inh,TrxR1 substrate,USP1-UAF1 inh,PI4K2A block,GLS inhibitor,IDH1 R132H inh,Pin1 inhibitor
Cc1csc(N(C)C(=O)CSc2nnc(COc3cccc4ccccc34)o2)n1,x,40%[activator],25%,1%[57.1 µM],-7%,2,-9%,5%,35%[activator]
CC1=C(C(=O)OCc2ccccc2)C(c2cccc(Br)c2)NC(=O)N1 (stereo unspecified),3%,26%,5%,0%,-6%,1,9%,9%,-9%
CCn1c(SCC(=O)Nc2ccc(OC)cc2)nc2c1c(=O)n(C)c(=O)n2C,0%,39%[activator],13%[57.1 µM],-6%,-17%,-5,-14%,14%,5%
CCSC(=O)CCCCCCCCCCCO,0%,51%[activator],-1%[57.1 µM],-2%[57.1 µM],-6%,-10,-18%,1%,-7%
COC(=O)c1sc2nc3c(cc2c1N)C(=O)CC(C)(C)C3,-5%,38%,4%,-2%,u,1,0%,0%,0%
NC(=O)c1nnn(-c2ccc([N+](=O)[O-])cc2)c1-c1ccccc1,-3%,-21%,15%,6%,-21%,3,1%,-6%,0%
NC(=O)c1ccc(NC(=O)CCC(=O)c2cccs2)cc1,-9%,-2%,-2%,6%,-2%,-5,-11%,-2%,-6%
CN(C)/C=C(\C(=O)c1ccc(Cl)cc1)c1nnnn1-c1ccc(Cl)cc1,3%,47%[activator],-11%[57.1 µM],-16%,4%,-3,2%,1%,0%
COc1ccccc1OCCCCn1c(C2CC(=O)N(c3ccccc3Cl)C2)nc2ccccc21 (stereo unspecified),-10%,-4%,20%,1%,-8%,-2,-6%,42%[activator],25%
N#Cc1c(C(F)(F)F)cc(-c2ccc(Cl)c(Cl)c2)nc1SCCN1CCOCC1,-8%,33%,-16%,4%,u,2,-5%,4%,u
Cc1cc(C)cc(NC(=O)C(=O)NC(C)c2ccccc2)c1 (stereo unspecified),1%,26%,15%,-4%,-8%,3,-1%,-10%,18%
Cc1cc(C)c2c(n1)nn1c(C)c(CCC(=O)NCc3ccco3)c(C)nc21,-5%,53%[activator],12%,51%[activator],-18%,-2,-27%,9%,5%
CC1(C)CC(=O)C(CC2=C(O)CC(C)(C)CC2=O)=C(O)C1,2%,40%[activator],u,12%,-8%,-6,-6%,9%,-8%
COc1ccccc1N1CC(C(=O)Nc2ccc(S(=O)(=O)N3CCCC3)cc2)CC1=O (stereo unspecified),-2%,9%,20%,4%,-2%,-10,-12%,0%,-9%
COc1cc(/C=N/NC(=O)c2cccc(S(=O)(=O)N3CCCC3)c2)ccc1O,-6%,15%,-12%,-14%,-10%,6,u,11%,-9%
Cc1cccc(N2CCN(C(=O)CC(NC(=O)c3ccccc3Cl)c3ccccc3)CC2)c1C (stereo unspecified),-1%,30%,22%,7%,-20%,-7,-2%,1%,2%
COc1ccc(C(c2nnnn2C2CCCC2)N2CCN(c3ccccc3)CC2)cc1 (stereo unspecified),9%,34%,2%,2%,-10%,-1,3%,2%,11%
CCN(CC(N)=O)S(=O)(=O)c1ccc(F)cc1,-5%,19%,11%,5%,-15%,1,-6%,-4%,-2%
Cc1oc2ncn(CC(C)C)c(=O)c2c1C(=O)Nc1cc(F)ccc1F,-4%,-4%,26%,1%,-22%,4,-13%,-14%,1%
CCCn1c(=N)n(CC(O)c2ccco2)c2ccccc21 (stereo unspecified),3%,10%,-14%,-5%,12%,-14,14%,-1%,5%
O=C(c1cc(S(=O)(=O)N2CCCCC2)ccc1F)N1CCCCC1,5%,7%,19%,8%,-9%,3,-5%,0%,-2%
Cc1cc(O)cc2c1O[C@@](C)(CCC[C@@H](C)CCC[C@@H](C)CCCC(C)C)CC2,-2%,14%,1%,-4%,-28%,4,23%,22%,-10%
CCOC(=O)c1cc2c(OC)c(OC)ccc2c2[nH]cc(C#N)c(=O)c12,0%,x,x,x,-8%,-1,0%,-2%,x
COC(=O)C(Cc1ccccc1)NC(=O)c1cc(=O)[nH]c2ccccc12 (stereo unspecified),5%,12%,10%[57.1 µM],7%,5%,1,2%,8%,5%
O=C(NCCCc1ccccc1)C(=O)NCC1OCCN1S(=O)(=O)c1ccc(F)cc1 (stereo unspecified),-3%,22%,-1%,-10%,-18%,-5,-10%,5%,-1%
COC(=O)c1cn(C(=O)c2ccc(C)c(C)c2)c2ccccc12,1%,26%,-7%,-7%,-2%,6,4%,2%,-4%
NCCOc1ccccc1OCCN,0%,33%[activator],6%,4%[57.1 µM],7%,1,0%,1%,-1%

# Ordered by value in TrxR1 substrate (highest first): three of the compounds above
SMILES,Tb PGK inh,HP1b binding inh,TrxR1 inh,TrxR1 substrate,USP1-UAF1 inh,PI4K2A block,GLS inhibitor,IDH1 R132H inh,Pin1 inhibitor
Cc1cccc(-c2cc3nc(C)c(C)c(NCCCn4ccnc4)n3n2)c1,-2%,-12%,17%,4%,-27%,10,11%,0%,u
COC(=O)c1sc2nc3c(cc2c1N)C(=O)CC(C)(C)C3,-5%,38%,4%,-2%,u,1,0%,0%,0%
COc1cc(/C=N/NC(=O)c2cccc(S(=O)(=O)N3CCCC3)c2)ccc1O,-6%,15%,-12%,-14%,-10%,6,u,11%,-9%
